Screening results from PubChem.
All columns: NCI-60 one-dose screen, growth in % after 48 h at 10 µM unless noted; 100 = growth as untreated, 0 = no growth, -100 = all killed.
SW-620 = SW-620 colon cancer; hit rate 5.2% among 82,000; AID 1794795
HCT-15 = HCT-15 colon cancer | hit rate 5.2% among 82,000
SF-295 = SF-295 CNS cancer cells. AID 1794758. hit rate 5.6% among 79,000
HCC-2998 = HCC-2998 colon cancer; hit rate 4.7% among 79,000
KM12 = KM12 colon cancer cells; hit rate 5% among 82,000; AID 1794800
SNB-75 = SNB-75 CNS cancer; hit rate 5% among 79,000; AID 1794750
SF-539 = SF-539 CNS cancer; hit rate 6.8% among 81,000; AID 1794752
HCT-116 = HCT-116 colon cancer | hit rate 7.3% among 82,000
SNB-19 = SNB-19 CNS cancer cells; AID 1794751; hit rate 2.5% among 81,000
Active calls of the source: *; . = not tested or not shown; & = joins results of further samples. How the source made its calls: active means growth percent below 10; inactive means the rest.

SMILES	SW-620	HCT-15	SF-295	HCC-2998	KM12	SNB-75	SF-539	HCT-116	SNB-19
BrCCN(CCBr)c1cccc(/C=C/c2ccccc2)c1	108	104	.	108	111	71	102	110	101
Cc1ccc2nc(Sc3sc(N)nc3C)n(-c3ccc(Cl)cc3)c(=O)c2c1	95	72	82	102	75	94	86	77	88
CC12NCC(Cn3c1cc1ccccc1c3=O)O2 (configuration not stated)	103	103	114	111	106	114	106	107	103
Nc1ccc2c(c1)oc1ccccc12	.	112	102	98	106	81	104	100	110
COc1cc(C=C(C#N)C#N)cc(OC)c1OC	110	95	84	135	108	89	104	110	104
O=C(O)C(Cl)Cl	93	91	56	.	100	88	106	107	118
COC(=O)[C@@H](C)C[C@H](Cc1ccccc1)NC(=O)c1nc([C@@H](C[C@H](C(C)C)N(C)C(=O)[C@@H](NC(=O)[C@H]2C[C@H](O)CCN2C)C(C)C)OC(C)=O)sc1C(C)C	22	2.8*	-17*	14	0.7*	-9.1*	-37*	2.6*	17
CC12CCC3C(CC=C4C[C@@H](O)CCC43C)C1C/C(=C\c1ccc(OCC(=O)O)cc1)C2=O (some centres not stated)	119	101	93	102	103	106	102	111	110
CCOC(=O)Nc1cc(Cl)c([N+](=O)[O-])c(NC(=O)OCC)n1	71	.	101	103	71	97	107	53	98
COc1ccc(NP2(=O)OCC(C)(N)CO2)cc1 (configuration not stated)	105	89	.	109	92	96	100	99	105
C[C@]12CC[C@H]3[C@@H](CC=C4C[C@@H](O)CC[C@@]43CO)[C@@H]1CC[C@@H]2O	97	96	86	94	107	96	93	106	102
OCCNC(Cc1ccccc1)c1ccccc1 (configuration not stated)	100	100	103	102	105	111	101	91	103
CCN(CC)c1ccccc1	112	99	101	91	108	75	100	93	95
CC(=O)c1cccc(S(=O)(=O)F)c1	105	96	83	95	105	117	89	92	.
CN1C2C[C@H](OC(=O)[C@H](CO)c3ccccc3)C[C@H]1[C@@H](O)C2	109	106	105	127	103	101	99	105	101
C[C@]12CC[C@H]3[C@@H](CC=C4c5nc(-c6cccc(Cl)c6)sc5CC[C@@]43C)[C@@H]1CC[C@@H]2O	93	67	31	98	112	68	33	77	88
O=C(O)CNCP(=O)(O)O	110	123	107	99	113	96	115	103	123
CC1CC2(C)C(CC1=O)CC(C)C1C2CCC2(C)C1CCC2(C)O (configuration not stated)	101	86	91	98	100	87	99	89	87
CCCCc1ccc(NC2=NCCCS2)cc1	77	93	60	.	81	111	87	51	.
O=P(Oc1ccccc1)(N1CCOCC1)N1CCOCC1	116	95	118	99	106	108	96	103	105
O=P(Oc1ccccc1)(Oc1ccccc1)N1CCOCC1	97	102	92	112	101	87	94	102	95
COc1ccc(CCN)cc1OC	112&109	99&105	110	100&103	119&98	93&95	91	96&102	91&103
CCCNC(=O)C(C)(C)CC(=O)N[C@H]1N=C(c2ccccc2)c2ccccc2N(C)C1=O	104	105	103	109	110	120	102	115	97
Cc1ccccc1OP(=S)(Oc1ccccc1C)Oc1ccccc1C	100	97	104	109	102	102	108	81	99
CN(C)C1C=CCCC1 (configuration not stated)	.	108	106	105	105	95	115	107	113

Exported as labelled records: part of the list above.
> O=P(Oc1ccccc1)(N1CCOCC1)N1CCOCC1
  SW-620: 116; HCT-15: 95; SF-295: 118; HCC-2998: 99; KM12: 106; SNB-75: 108; SF-539: 96; HCT-116: 103; SNB-19: 105

> O=P(Oc1ccccc1)(Oc1ccccc1)N1CCOCC1
  SW-620: 97; HCT-15: 102; SF-295: 92; HCC-2998: 112; KM12: 101; SNB-75: 87; SF-539: 94; HCT-116: 102; SNB-19: 95

> COc1ccc(CCN)cc1OC
  SW-620: 112&109; HCT-15: 99&105; SF-295: 110; HCC-2998: 100&103; KM12: 119&98; SNB-75: 93&95; SF-539: 91; HCT-116: 96&102; SNB-19: 91&103

> CCCNC(=O)C(C)(C)CC(=O)N[C@H]1N=C(c2ccccc2)c2ccccc2N(C)C1=O
  SW-620: 104; HCT-15: 105; SF-295: 103; HCC-2998: 109; KM12: 110; SNB-75: 120; SF-539: 102; HCT-116: 115; SNB-19: 97

(list continues)
SMILES	SW-620	HCT-15	SF-295	HCC-2998	KM12	SNB-75	SF-539	HCT-116	SNB-19
ClCCN(CCCl)c1ccc2c(c1)Cc1cc(Cl)ccc1-2	90	77	83	103	90	.	88	86	97
CCOP(=O)(OCC)/C(C#N)=C/c1cccn1N(C)C	90	104	101	96	103	86	95	98	99
Brc1ccc2c(c1)c(-c1nc(-c3c[nH]c4ncccc34)cs1)cn2CCN1CCCCC1	58	21	92	39	66	68	87	51	90
CC1(C)N=C(N)N=C(N)N1c1ccc(CCc2ccc(Cl)cc2S(=O)(=O)F)c(Cl)c1	48	96	93	78	73	78	58	23	50
C/C(=N/OC(=O)N(C)C)c1ccc([N+](=O)[O-])cc1	107	103	123	124	116	110	120	105	100
NCCc1ccc(S(N)(=O)=O)cc1	94	99	101	106	96	92	113	100	99
Cc1cccc2c(C)cccc12	116	105	107	108	104	103	91	108	112
COc1ccccc1C=C1C(=O)NC(=S)NC1=O	101	99	108	105	118	100	92	111	104
O=C(NCCNC(=O)Nc1ccccc1S(=O)(=O)F)Nc1ccccc1S(=O)(=O)F	104	106	98	113	110	90	97	107	103
Cc1ccc(N)cc1	105	111	103	104	104	92	103	106	103
O=C(N/N=C\c1ccc(N(CCCl)CCCl)cc1)c1cc(-c2ccccc2)nc2ccccc12	88	58	95	94	93	75	93	58	88
CC(C)Nc1ccc(Nc2ccccc2)cc1	34	84	12	50	28	30	26	10.0*	34
CN1C(=O)C(Cc2ccccc2)C(=O)N(C)C1=O	112	102	98	105	103	100	92	106	97
N#CCCP(CCC#N)c1ccccc1	104	104	.	104	110	112	114	95	118
c1ccc(N=PNc2ccccc2)cc1 (configuration not stated)	104	99	113	106	97	93	97	105	108
CC(C)[C@H](NC(=O)c1cn(Cc2ccccc2F)c2ccccc12)C(N)=O	102	99	98	98	98	80	101	93	115
O=S1c2ccccc2-c2ccccc21	107	99	84	.	97	105	111	101	.
Cc1ccc(S(=O)(=O)N=S(CCCl)CCCl)cc1	88	82	89	100	97	91	99	92	104
CCCCCCNC(=O)C(C)Br (configuration not stated)	105	110	108	114	102	105	102	114	101
CCC1(CCC(C)C)C(=O)NC(=S)NC1=O	93	108	111	99	105	84	116	103	110
Cc1cc2c(cc1-c1cc(/C=C/C(=O)O)ccc1C(F)(F)F)C(C)(C)CCC2(C)C	81	47	52	79	53	86	89	58	74
CC1C=CCP1(C)=O (configuration not stated)	103	105	88	100	111	83	109	101	.
O=C(O)CC1CCCCC1O (configuration not stated)	106	94	104	.	102	127	96	107	108
CC(=O)N1N=C(c2ccccc2)CC1c1sc(N(CCCl)CCCl)nc1Cl (configuration not stated)	97	95	92	96	96	83	106	93	86
CC1CCC(=O)O1 (configuration not stated)	112	106	105	93	98	86	101	96	119

(further entries)
SMILES	SW-620	HCT-15	SF-295	HCC-2998	KM12	SNB-75	SF-539	HCT-116	SNB-19
NC(=O)CN1CCCC1=O	109	102	100	111	110	100	100	101	110
Nc1ccc(C(=O)Nc2ccc(S(=O)(=O)F)cc2)cc1	109	88	94	97	105	71	92	85	99
NC(=O)c1cc([N+](=O)[O-])cc([N+](=O)[O-])c1	101	103	107	98	99	98	103	89	105
CC12CCC3C4CCC(=O)C(O)=C4CCC3C1CCC2OC(=O)CCC1CCCC1 (configuration not stated)	103	105	101	110	105	86	102	103	99
C=CCOC(N)=O	104	104	107	103	106	.	107	106	99
CC[C@]12C=CCN3CC[C@@]4(c5ccc(OC)cc5N(C)[C@H]4[C@@](O)(C(=O)OC)[C@@H]1OC(=O)CCC[P+](c1ccc(C)cc1)(c1ccc(C)cc1)c1ccc(C)cc1)[C@@H]32	-85*	-91*	-89*	-91*	-76*	-61*	-97*	-93*	-97*
CCC[CH2][Sn]1([CH2]CCC)[O]C(=O)c2cccc([N+](=O)[O-])c2C(=O)[O]1	-55*	-86*	-37*	-85*	-84*	-82*	-100*	-100*	-93*
N#CCc1c[nH]c2ccccc12	96	104	97	100	105	69	95	95	94
CCCCCCCCCC(=O)N1CCOCC1	97	92	100	99	102	93	100	95	105
CN1C(=O)C(c2ccccc2)C(=O)N(C)C1=O	106	98	88	110	112	97	102	106	108
Nc1ccccc1C(=O)OCCc1ccccc1	85&89	89&78	93&106	110&97	103&95	115&87	91&82	91&85	103&98
COc1cc2c(=O)n(C3CCCCCCC3)c3c4cc[nH]c4ncc3c2cc1OC	57	62	33	96	19	.	-0.2*	31	55
O=C(CCCc1ccc(N(CCCl)CCCl)cc1)NCc1ccccc1	49	57	46	77	72	62	55	55	74
CCN(c1nncs1)P(=O)(N1CC1)N1CC1	98	108	103	94	109	92	116	96	100
Clc1ccc(CC2CCCCN2)cc1 (configuration not stated)	99	104	99	100	102	91	98	100	99
COc1ccc2c(c1)[C@]13CCCC[C@H]1[C@H](C2)N(C)CC3	102	101	98	104	105	75	96	93	97
O=[N+]([O-])c1cc(S(=O)(=O)O)cc([N+](=O)[O-])c1Cl	116	102	108	107	111	81	97	112	113
Cc1cc([N+](=O)[O-])ccc1O	100	111	103	121	106	95	102	105	102
CCNP(=S)(NCC)c1ccccc1	99	108	100	105	98	83	101	91	97
OCN1CCOCC1	103	116	102	.	99	88	.	90	112
O=[N+]([O-])CC(c1ccco1)c1c(-c2ccccc2)[nH]c2ccccc12 (configuration not stated)	90	74	84	96	76	74	90	88	95
C=CCC1(Cc2ccsc2)C(=O)NC(=O)NC1=O	105	102	114	101	114	103	101	106	112
C[C@]12CC[C@H]3[C@@H](CC=C4c5nc(-c6ccc(Br)cc6)sc5CC[C@@]43C)[C@@H]1CC[C@@H]2O	108	89	64	110	102	78	9.5*	85	84
O=C1/C(=C\c2ccccc2)N2CCC1CC2	114&102	98&95	97&113	112&101	107&102	93&91	88&105	102&99	101&106
CCOC(=O)C(c1c(O)c2ccccc2oc1=O)c1c(O)c2ccccc2oc1=O	106	102	114	120	111	78	105	108	98

Other entries:
SMILES	SW-620	HCT-15	SF-295	HCC-2998	KM12	SNB-75	SF-539	HCT-116	SNB-19
CCOC(=O)/C=C(/OP(=O)(OCC)OCC)c1ccccc1	109	108	103	103	106	96	109	99	106
C=C[C@H]1CN2CC[C@H]1C[C@@H]2[C@H](O)c1ccnc2ccccc12	97	106	89	97	97	119	121	105	104
CCCCCCCCOP(=O)(OCCCCCCCC)N(CCO)CCO	111	113	.	.	101	97	114	103	103
O=C(CBr)Nc1ccccc1	60	56	103	105	102	100	106	85	95
COc1ccc(C(O)(C(=O)OCC[N+]2(C)CCCCC2)c2ccc(OC)cc2)cc1	98	101	101	93	106	113	109	108	99
CC(C)(c1ccc(OP2(=O)OCC3(CC=CCC3)CO2)cc1)c1ccc(OP2(=O)OCC3(CC=CCC3)CO2)cc1 (configuration not stated)	99	85	100	113	94	52	93	76	76

Exported with values under each structure: 17 of the compounds above
Order of values – SW-620, HCT-15, SF-295, HCC-2998, KM12, SNB-75, SF-539, HCT-116, SNB-19
> COc1cc2c(=O)n(C3CCCCCCC3)c3c4cc[nH]c4ncc3c2cc1OC
 : 57, 62, 33, 96, 19, ., -0.2*, 31, 55
> O=C(CCCc1ccc(N(CCCl)CCCl)cc1)NCc1ccccc1
 : 49, 57, 46, 77, 72, 62, 55, 55, 74
> CCN(c1nncs1)P(=O)(N1CC1)N1CC1
 : 98, 108, 103, 94, 109, 92, 116, 96, 100
> Clc1ccc(CC2CCCCN2)cc1 (configuration not stated)
 : 99, 104, 99, 100, 102, 91, 98, 100, 99
> COc1ccc2c(c1)[C@]13CCCC[C@H]1[C@H](C2)N(C)CC3
 : 102, 101, 98, 104, 105, 75, 96, 93, 97
> O=[N+]([O-])c1cc(S(=O)(=O)O)cc([N+](=O)[O-])c1Cl
 : 116, 102, 108, 107, 111, 81, 97, 112, 113
> Cc1cc([N+](=O)[O-])ccc1O
 : 100, 111, 103, 121, 106, 95, 102, 105, 102
> CCNP(=S)(NCC)c1ccccc1
 : 99, 108, 100, 105, 98, 83, 101, 91, 97
> OCN1CCOCC1
 : 103, 116, 102, ., 99, 88, ., 90, 112
> O=[N+]([O-])CC(c1ccco1)c1c(-c2ccccc2)[nH]c2ccccc12 (configuration not stated)
 : 90, 74, 84, 96, 76, 74, 90, 88, 95
> C=CCC1(Cc2ccsc2)C(=O)NC(=O)NC1=O
 : 105, 102, 114, 101, 114, 103, 101, 106, 112
> C[C@]12CC[C@H]3[C@@H](CC=C4c5nc(-c6ccc(Br)cc6)sc5CC[C@@]43C)[C@@H]1CC[C@@H]2O
 : 108, 89, 64, 110, 102, 78, 9.5*, 85, 84
> O=C1/C(=C\c2ccccc2)N2CCC1CC2
 : 114&102, 98&95, 97&113, 112&101, 107&102, 93&91, 88&105, 102&99, 101&106
> CCOC(=O)C(c1c(O)c2ccccc2oc1=O)c1c(O)c2ccccc2oc1=O
 : 106, 102, 114, 120, 111, 78, 105, 108, 98
> CCOC(=O)/C=C(/OP(=O)(OCC)OCC)c1ccccc1
 : 109, 108, 103, 103, 106, 96, 109, 99, 106
> C=C[C@H]1CN2CC[C@H]1C[C@@H]2[C@H](O)c1ccnc2ccccc12
 : 97, 106, 89, 97, 97, 119, 121, 105, 104
> CCCCCCCCOP(=O)(OCCCCCCCC)N(CCO)CCO
 : 111, 113, ., ., 101, 97, 114, 103, 103

The list is partial. The share of hits here may be higher or lower than overall.
